FEN1 inhibitor = qHTS Assay for the Inhibitors of Human Flap endonuclease 1 (FEN1) | Recombinant FEN1 flap cleavage, fluorescence, 15 min | Potency, µM (titrated, usually from 114 µM), for inactives: at the top dose activity change, negative = inhibition, hits mostly inhibitors | actives 0.35% (n = 390,000); note: nearly all actives have a fitted effect of over 65% in size
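Potency values derive from four-parameter Hill fits of normalized qHTS data. The reaction used 10 nM FEN1 preincubated 15 min at room temperature with compound, then 50 nM DNA substrate, read at 0 and 15 min.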
N370S GC mod = qHTS Assay for Inhibitors and Activators of N370S glucocerebrosidase as a Potential Chaperone Treatment of Gaucher Disease; Potency, µM (doses to about 59.4 µM), inactives show at the top dose activity change, negative = inhibition, hits mostly inhibitors; Lysosomal acid glucosylceramidase (Homo sapiens), P04062; actives 0.092% (n = 330,000); N370S GC spleen homogenate, 4MU-glucoside fluorescence;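 note: 0% = full enzyme activity and -100% = no enzyme basal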
GCN5L2 inh = qHTS Assay for Inhibitors of GCN5L2; Histone acetyltransferase KAT2A (Homo sapiens), Q92830; GCN5L2 HAT assay, ThioGlo1 CoA-SH fluorescence; Potency, µM (series often up to 58.9 µM), without a hit: at the top dose activity change, negative = inhibition, actives largely listed as inhibitors; actives 0.21% (n = 390,000)
Target sequence (Q92830 whole entry, looked up): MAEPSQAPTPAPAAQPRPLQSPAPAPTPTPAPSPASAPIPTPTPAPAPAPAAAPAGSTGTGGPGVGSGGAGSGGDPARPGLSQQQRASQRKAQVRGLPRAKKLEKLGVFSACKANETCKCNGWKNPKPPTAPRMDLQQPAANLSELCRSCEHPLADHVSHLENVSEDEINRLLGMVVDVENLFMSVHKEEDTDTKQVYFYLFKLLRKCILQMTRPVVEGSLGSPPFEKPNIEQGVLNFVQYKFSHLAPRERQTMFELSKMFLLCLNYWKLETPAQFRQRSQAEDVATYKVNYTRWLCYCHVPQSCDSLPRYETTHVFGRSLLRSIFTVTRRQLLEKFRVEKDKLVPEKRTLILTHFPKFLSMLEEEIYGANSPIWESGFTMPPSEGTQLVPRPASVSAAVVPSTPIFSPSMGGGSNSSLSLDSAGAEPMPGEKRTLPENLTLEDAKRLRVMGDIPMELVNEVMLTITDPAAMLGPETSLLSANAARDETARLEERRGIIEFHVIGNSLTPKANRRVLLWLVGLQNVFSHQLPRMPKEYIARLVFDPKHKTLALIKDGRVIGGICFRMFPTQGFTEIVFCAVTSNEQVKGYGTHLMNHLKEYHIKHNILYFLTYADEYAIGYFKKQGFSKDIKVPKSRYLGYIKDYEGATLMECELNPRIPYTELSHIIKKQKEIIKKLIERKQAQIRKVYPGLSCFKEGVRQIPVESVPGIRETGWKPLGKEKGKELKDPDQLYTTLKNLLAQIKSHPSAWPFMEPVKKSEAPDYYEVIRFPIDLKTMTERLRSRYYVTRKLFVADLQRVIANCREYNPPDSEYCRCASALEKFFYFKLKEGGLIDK
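qHTS, 1536-well. 20nM enzyme, pH 7.5 HEPES/EDTA/Tween-20 buffer; 15 min compound preinc., RT. Start: 75uM H3(1-25), 70uM AcCoA, 50uM ThioGlo1. Read Ex340/Em540 at t=0 (autofluorescence flag) and t=20 min.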
* hit, by the source's call; ? = inconclusive; nt = not tested or not shown; [ ] = remark or other dose. Calls come from the whole dose curve; as a rule, active = well fitted curve in the direction sought with a large enough effect; inconclusive = small, poorly fitted or top-dose-only effect, or another doubt; inactive = no such curve, though single readings can be large; an effect the other way counts as inactive or inconclusive. Unless noted, % is set by controls: 0 for no effect and ±100 for the full control effect; potency is the fitted concentration of half-maximal effect. Some of the compounds tested; the hit share may differ from the screen's.

SMILES	FEN1 inhibitor	N370S GC mod	GCN5L2 inh
CC[C@H](C)[C@H](NC(=O)[C@H](CCC(=O)O)NC(=O)[C@H](C)NC(=O)[C@@H](NC(=O)[C@H](Cc1cnc[nH]1)NC(=O)[C@@H](NC(=O)[C@H](CCC(=O)O)NC(=O)[C@H](C)NC(=O)[C@@H](NC(=O)[C@H](CC(C)C)NC(=O)[C@H](Cc1cnc[nH]1)NC(=O)[C@H](Cc1cnc[nH]1)NC(=O)[C@H](CC(C)C)NC(=O)[C@H](Cc1c[nH]c2ccccc12)NC(=O)[C@H](Cc1ccccc1)NC(=O)[C@H](CCCNC(=N)N)NC(=O)[C@H](CCCNC(=N)N)NC(=O)[C@H](CCCNC(=N)N)NC(=O)[C@H](CC(C)C)NC(=O)[C@H](CC(=O)O)NC(=O)[C@H](CCC(N)=O)NC(=O)[C@@H](NC(=O)[C@H](CO)NC(=O)[C@H](CCCCN)NC(=O)CNC(=O)[C@H](CCCCN)NC(=O)[C@H](CC(=O)O)NC(=O)[C@H](Cc1cnc[nH]1)NC(=O)[C@H](CC(C)C)NC(=O)[C@H](CC(C)C)NC(=O)[C@H](CCC(N)=O)NC(=O)[C@@H](NC(=O)[C@H](CCC(=O)O)NC(=O)[C@H](CO)NC(=O)[C@@H](NC(=O)[C@H](C)N)C(C)C)[C@@H](C)CC)[C@@H](C)CC)[C@@H](C)CC)[C@@H](C)CC)[C@@H](C)O)C(=O)O	nt	-8.8%	-0.9%
COCCn1c(=S)[nH]c2cc(C(=O)N3CCN(c4ccccc4OC)CC3)ccc2c1=O	13.2%	-2.2%	-8.8%
O=C(CN1CCN(C(=O)c2ccco2)CC1)Nc1ccccc1-c1ccccc1	-18.7%	2.7%	-7.5%
N=C1/C(=C/c2cccs2)C(=O)N=C2SN=C(SCc3ccccc3)N12	?	-17.5%	?
CCCN1C(=O)S/C(=C\c2ccc(N3CCOCC3)o2)C1=O	-13.8%	-7.7%	-21.3%
CCc1ccc(S(=O)(=O)N(C(=O)Oc2ccccc2)c2ccc3oc(C)c(C(=O)OC)c3c2)cc1	11.9%	nt	-7.6%
COC(=O)COc1ccc(S(=O)(=O)Nc2ccc(C(N)=O)cc2)cc1Cl	-12.6%	1.0%	-1.3%
CCn1c(C)nnc1SCC(=O)Nc1cccc(Cl)c1	-0.4%	-14.0%	-1.1%
Cc1nnc(Nc2ccc(C(=O)N3CCOCC3)cc2)c2ccccc12	2.4%	0.6%	-8.0%
O=C(c1sc2cc([N+](=O)[O-])ccc2c1Cl)N1CCOCC1	-0.1%	5.2%	-3.9%
COc1ccc(C2=NC(C)(C)N(CC(=O)Nc3ccc(F)c(F)c3)C2=O)cc1	-11.9%	nt	-1.3%
O=C(Nc1cc(-c2nn(CC(=O)N3CCCCC3)c(=O)c3ccccc23)ccc1N1CCOCC1)c1ccc(Cl)cc1	-9.4%	4.9%	-4.0%
COc1ccc(Nc2ncnc3c2cnn3Cc2ccccc2)cc1OC	8.4%	-0.8%	-7.3%
COC(=O)c1[nH]c2ccccc2c1NC(=O)CCN1CCSCC1	-6.6%	6.8%	-0.7%
CC(C)NC(=O)COC(=O)/C=C/c1ccco1	6.0%	9.2%	-5.8%
CC(C)c1ccc(NC(=O)Cn2cc(S(=O)(=O)Cc3ccccc3Cl)c3ccccc32)cc1	-20.6%	nt	-15.1%
Cc1ccc2cc(COC(=O)c3ccco3)c(=O)[nH]c2c1	-6.1%	?	-2.4%
COC(=O)C(CCSC)NS(=O)(=O)c1ccc(Cl)cc1 (stereo not given)	2.1%	8.9%	-7.0%
CCOCc1nnc(NC(=O)c2cccs2)s1	1.9%	-7.1%	-11.7%
COc1ccc(CCNC(=O)c2cnc3sc(N4CCC(C)CC4)nn3c2=O)cc1OC	-3.6%	nt	-5.7%
CCc1ccccc1NS(=O)(=O)c1ccc(-c2coc(C)n2)cc1	2.5%	nt	-20.3%
O=C(COC(=O)c1cc(=O)[nH]c2ccccc12)Nc1ccc(F)cc1F	1.5%	nt	-2.7%
COCCNC(=O)c1ccccc1N(Cc1ccccc1)S(=O)(=O)c1ccc(C)cc1	5.8%	-7.9%	-6.2%
COc1ccc(N2CCN(CCCNC(=O)C(=O)c3c(C)[nH]c4ccccc34)CC2)cc1	-11.2%	-19.0%	-25.3%

A section of the results above, as a working copy:
SMILES	FEN1 inhibitor	N370S GC mod	GCN5L2 inh
CCn1c(C)nnc1SCC(=O)Nc1cccc(Cl)c1	-0.4%	-14.0%	-1.1%
Cc1nnc(Nc2ccc(C(=O)N3CCOCC3)cc2)c2ccccc12	2.4%	0.6%	-8.0%
O=C(c1sc2cc([N+](=O)[O-])ccc2c1Cl)N1CCOCC1	-0.1%	5.2%	-3.9%
COc1ccc(C2=NC(C)(C)N(CC(=O)Nc3ccc(F)c(F)c3)C2=O)cc1	-11.9%	nt	-1.3%
O=C(Nc1cc(-c2nn(CC(=O)N3CCCCC3)c(=O)c3ccccc23)ccc1N1CCOCC1)c1ccc(Cl)cc1	-9.4%	4.9%	-4.0%
COc1ccc(Nc2ncnc3c2cnn3Cc2ccccc2)cc1OC	8.4%	-0.8%	-7.3%
COC(=O)c1[nH]c2ccccc2c1NC(=O)CCN1CCSCC1	-6.6%	6.8%	-0.7%
CC(C)NC(=O)COC(=O)/C=C/c1ccco1	6.0%	9.2%	-5.8%
CC(C)c1ccc(NC(=O)Cn2cc(S(=O)(=O)Cc3ccccc3Cl)c3ccccc32)cc1	-20.6%	nt	-15.1%
Cc1ccc2cc(COC(=O)c3ccco3)c(=O)[nH]c2c1	-6.1%	?	-2.4%
COC(=O)C(CCSC)NS(=O)(=O)c1ccc(Cl)cc1 (stereo not given)	2.1%	8.9%	-7.0%
CCOCc1nnc(NC(=O)c2cccs2)s1	1.9%	-7.1%	-11.7%
COc1ccc(CCNC(=O)c2cnc3sc(N4CCC(C)CC4)nn3c2=O)cc1OC	-3.6%	nt	-5.7%
CCc1ccccc1NS(=O)(=O)c1ccc(-c2coc(C)n2)cc1	2.5%	nt	-20.3%

(listing goes on)
SMILES	FEN1 inhibitor	N370S GC mod	GCN5L2 inh
CCSc1nc2c(c(=O)[nH]c(=O)n2C)n1Cc1ccc(Cl)cc1	2.7%	-0.9%	0.0%
O=C(CCN1CCN(CCO)CC1)Nc1ccc(C2CCCC2)cc1	-17.1%	?	0.8%
COc1ccc(-c2ccn(-c3cccc(F)n3)n2)cc1	-8.9%	-2.5%	-8.9%
CC(C)[C@H](N)C(=O)NC[C@H](CC(=O)NC[C@H]1CC[C@H](C(=O)O)CC1)c1ccc(Cl)cc1	-1.2%	-0.5%	-7.0%
CCN1C(=O)[C@H]2[C@@H](c3ccc(-c4ccc(Cl)c(Cl)c4)cc3)N[C@@](Cc3ccccc3)(C(=O)OC)[C@H]2C1=O	-16.9%	0.0%	-13.2%
O=C(c1cc(-c2ccccn2)nc2ccc(Br)cc12)N1CCc2ccccc2C1	nt	23.3%	0.5%
COc1cc(/C=C2/SC(=Nc3ccc(O)cc3)NC2=O)cc(OC)c1O	-16.8%	-13.1%	-11.5%
Cc1ccc(CNc2ncnc3c2c(-c2ccccc2)cn3-c2ccccc2)cc1	14.0%	nt	5.3%
COc1ccc(C(=O)NCCc2nnc3ccc(SCC(=O)Nc4ccccc4)nn23)cc1	-1.2%	16.8%	?
COC(=O)Cc1csc(NC(=O)CSc2nncn2C)n1	6.4%	nt	-27.9%
O=c1cnc2cnc(Oc3ccccc3)nc2n1Cc1ccc(F)cc1	nt	19.0%	-0.6%
CCCCCc1ccc(OCCOCCn2c[n+](C)c3ccccc32)c(CCCCC)c1	-9.1%	-20.1%	-12.3%
CC(C)(C)OC(=O)N1CCC(c2c(C(=O)NC3CCN(Cc4ccccc4)CC3)cnn2-c2ccc(F)cc2F)CC1	3.1%	nt	9.7%
CCn1c2ccccc2c2cc(NC(=O)COC(=O)C3CCC(=O)N3)ccc21 (stereo not given)	12.4%	-1.2%	-2.7%
O=c1cc(N2CCN(c3cccc(Cl)c3)CC2)[nH]c(=O)n1C1CCCCC1	6.3%	-21.8%	1.7%
COc1ccc(-c2nc(CS(=O)(=O)CC(=O)Nc3cccc(C(C)=O)c3)c(C)o2)cc1	-12.3%	-0.7%	-1.3%
CCOC(=O)C1CCCN(C(=O)CNS(=O)(=O)c2ccc(Br)s2)C1 (stereo not given)	9.1%	5.4%	2.2%
CCOC(=O)C(=O)Nc1cc(C(=O)OC)cc(C(=O)OC)c1	-0.2%	-19.1%	4.5%
CCOC(=O)C1(Cc2ccccc2)CCN(Cc2ccc3c(c2)OCCO3)CC1	-7.4%	-7.5%	-21.7%
Cc1ccc(C)c(NC(=O)N2CCC(CN3CCOCC3)CC2)c1	16.7%	nt	0.4%
Cc1cccc(C)c1NC(=O)c1sc(-n2nc(C)c(Cc3ccc4c(c3)OCO4)c2C)nc1C	12.3%	nt	-1.1%
Oc1cccc(C=NCc2ccccc2)c1O	?	-4.4%	-25.3%
CCCCCCSc1ccc([C@@H]2[C@@H]3C(=O)N(CC)C(=O)[C@@H]3[C@]3(C(=O)OC)CCCCN23)cc1	-22.7%	nt	-10.9%
O=C(O)c1ccc(Nc2ncnc3c2cnn3Cc2ccccc2)cc1	-4.1%	-0.9%	-10.0%
CC(C)OC(=O)CC1C(=O)NCCN1C(=S)NC(=O)CCc1ccccc1 (stereo not given)	6.5%	-17.2%	12.0%
CCc1ccc(NC(=O)C(CC)Sc2nc3cc4c(cc3c(=O)n2Cc2ccco2)OCO4)cc1 (stereo not given)	-5.9%	5.3%	-5.2%[0.501 µM]
O=C(CSc1nc2ccccc2c(=O)[nH]1)Nc1ccc(N2CCOCC2)cc1	-9.0%	-9.6%	1.5%

Given bar-delimited: part of the list above.
compound | FEN1 inhibitor | N370S GC mod | GCN5L2 inh
Oc1cccc(C=NCc2ccccc2)c1O | ? | -4.4% | -25.3%
CCCCCCSc1ccc([C@@H]2[C@@H]3C(=O)N(CC)C(=O)[C@@H]3[C@]3(C(=O)OC)CCCCN23)cc1 | -22.7% | nt | -10.9%

Bioassay records as filed in PubChem.
